Assay outcomes (PubChem)
IDE inh: inhibits human insulin-degrading enzyme in HEK cells | FAbetaB cleavage, fluorescence polarization | 0.41% of 320,000 active | inhibition, % at 5.59 µM | P14735;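 active means percent inhibition above the average of all tested compounds plus 3 SD, set per screening campaign, cut at about 16% in these data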;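 further: IDE supplied by intact live HEK cells; FP after avidin binding of uncleaved biotin substrate so inhibition keeps polarization high; 0% = DMSO wells and 100% = 60 µM reference IDE inhibitor Ii1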
M18AAP inhibitor: PfM18AAP enzyme inhibition; recombinant PfM18AAP, H-Glu-NHMec fluorogenic cleavage; inhibition, % at 7.35 µM; 1.2% of 290,000 active; AID 1822;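 active means inhibition above the campaign mean inhibition over all tested compounds plus 3 SD, cut at about 28% in these data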;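 further: 0% = plate median of test compound wells and 100% = 2 mM ZnCl2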
IMP-1 inh: inhibitors of Pseudomonas aeruginosa IMP-1 metallo-beta-lactamase; purified IMP-1, nitrocefin hydrolysis, epi-absorbance fluorescence; inhibition, % at 5.6 µM; 0.45% of 290,000 active; AID 1556;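 active means inhibition above the mean plus 3 SD of all compounds in the same screening run, cut at about 4.5% in these data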;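 further: 0% = IMP-1 with DMSO and 100% = DMSO wells lacking enzyme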
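Assay system: purified IMP-1; Quantity: IMP-1 0.2 nM before substrate addition; Medium: HEPES buffer pH 7.1 with ZnSO4 and Brij 35; Incubation: 15 min enzyme–compound preincubation, then 25 min nitrocefin reaction, 25 °C; Signal: fluorescence quenching readout, ex 480/em 530 nm; Controls: DMSO with and without IMP-1; Repeats: singlicate testing.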
DNA FID counter: displaces DNA intercalator in HCV helicase counter-screen. DNA fluorescent intercalator displacement, fluorescence. inhibition, % at 7.9 µM. 0.17% of 290,000 active. AID 1845; in the data active means inhibition above about 37%;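 further: 0% = vehicle and 100% = reference compound; higher means more ethidium bromide displaced from hairpin DNA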
pCIP destab: p/CIP protein destabilization | F442A p/CIP-EGFP cells, EGFP fluorescence, 16 h | decrease of EGFP signal, % at 10 µM | 0.01% of 290,000 active | AID 1984;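 active means EGFP signal decrease of at least 30% at 10 µM or well 3 SD below plate mean, unless failing retest; inactive means the rest, including hits failing retest or dose response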; further: some compounds called inactive have numbers as strong as hits; many of its hits are not listed in these tables
Target sequence (Q05BA5 1-1403): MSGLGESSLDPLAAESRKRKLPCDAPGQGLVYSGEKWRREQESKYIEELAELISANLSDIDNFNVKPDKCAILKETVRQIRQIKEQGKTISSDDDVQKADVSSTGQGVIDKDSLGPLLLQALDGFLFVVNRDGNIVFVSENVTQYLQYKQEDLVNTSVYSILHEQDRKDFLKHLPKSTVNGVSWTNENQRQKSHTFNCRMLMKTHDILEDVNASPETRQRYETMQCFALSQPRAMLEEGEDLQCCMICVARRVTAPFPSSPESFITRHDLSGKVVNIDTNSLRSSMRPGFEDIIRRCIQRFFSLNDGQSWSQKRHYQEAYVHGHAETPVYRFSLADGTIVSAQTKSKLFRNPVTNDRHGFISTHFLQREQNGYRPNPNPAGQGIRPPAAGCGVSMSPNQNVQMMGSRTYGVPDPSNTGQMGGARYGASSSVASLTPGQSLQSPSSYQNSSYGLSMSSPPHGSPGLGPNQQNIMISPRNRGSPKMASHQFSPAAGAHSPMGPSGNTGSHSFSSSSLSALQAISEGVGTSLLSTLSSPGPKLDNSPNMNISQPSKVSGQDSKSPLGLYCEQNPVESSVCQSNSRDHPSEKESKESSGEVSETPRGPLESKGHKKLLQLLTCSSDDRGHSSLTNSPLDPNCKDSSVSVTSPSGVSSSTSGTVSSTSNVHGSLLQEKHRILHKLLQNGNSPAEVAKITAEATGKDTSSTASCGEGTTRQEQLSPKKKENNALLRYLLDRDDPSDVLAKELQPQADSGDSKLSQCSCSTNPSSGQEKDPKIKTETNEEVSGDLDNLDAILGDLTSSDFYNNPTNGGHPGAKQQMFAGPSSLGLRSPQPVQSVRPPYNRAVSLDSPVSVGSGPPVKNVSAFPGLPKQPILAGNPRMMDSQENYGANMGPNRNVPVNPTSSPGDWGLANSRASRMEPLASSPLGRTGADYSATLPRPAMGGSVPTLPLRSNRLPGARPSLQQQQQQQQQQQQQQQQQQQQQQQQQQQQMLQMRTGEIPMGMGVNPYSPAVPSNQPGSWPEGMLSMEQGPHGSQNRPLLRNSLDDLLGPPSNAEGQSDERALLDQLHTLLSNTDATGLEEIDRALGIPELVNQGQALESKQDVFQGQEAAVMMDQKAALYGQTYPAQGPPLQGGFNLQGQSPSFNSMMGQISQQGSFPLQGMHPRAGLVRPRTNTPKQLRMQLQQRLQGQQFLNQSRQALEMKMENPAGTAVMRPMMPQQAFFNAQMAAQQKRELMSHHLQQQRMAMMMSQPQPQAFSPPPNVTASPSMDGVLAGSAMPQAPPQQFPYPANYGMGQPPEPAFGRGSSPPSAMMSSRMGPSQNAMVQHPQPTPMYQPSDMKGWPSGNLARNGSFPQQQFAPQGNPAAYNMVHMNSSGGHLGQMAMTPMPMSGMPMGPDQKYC
NS3 helicase inh: HCV NS3 helicase inhibition; NS3 helicase DNA unwinding, Cy5 molecular beacon fluorescence; inhibition, % at 10.9 µM; 0.56% of 290,000 active; AID 1800;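 active means inhibition above the mean of all tested compounds plus 3 SD, set per campaign, cut at about 35% in these data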;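 further: 0% = DMSO wells and 100% = thioflavine S control wells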
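System: HCV NS3 helicase fragment; control set: DMSO and thioflavine S; technique: Cy5 fluorescence at 0 and 60 min, beacon hairpin quenching; reagent: beacon DNA duplex substrate plus ATP; replicates: singlicate; schedule: 1 h reaction at 25 °C, ATP-initiated; medium: MOPS buffer pH 6.5 with MgCl2, DTT, Tween20, BSA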
SUMO HTRF inh: blocks human SUMOylation mediated by UBC9; inhibition, % at 35 µM; 0.36% of 290,000 active; HTRF SUMOylation assay, SAE1/SAE2 + UBC9, in vitro; AID 2006; P63279; in the data active means inhibition above about 50%, passing the limit was not always enough; further: strong numbers were not always called active
VIM-2 inhibitor: blocks Pseudomonas aeruginosa VIM-2 metallo-beta-lactamase. 0.89% of 290,000 active. purified VIM-2, nitrocefin hydrolysis, epi-absorbance fluorescence. inhibition, % at 5.6 µM. AID 1527;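 active means inhibition above the mean of all tested compounds plus 3 SD, cutoff set per screening run, cut at about 7.5% in these data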;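 further: red hydrolysis product quenches plate fluorescence so inhibitors raise well fluorescence; 0% = enzyme with DMSO and 100% = DMSO without enzyme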
IDE cell activ: IDE (human) activation, cell-based | 0.073% of 340,000 active | P14735 | activation, % at 5.96 µM | HEK cells, FAbeta-B cleavage, fluorescence polarization; 0% vehicle, 100% cell-free pure enzyme wells;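 active means activation above the mean of all tested compounds plus 3 SD, set per screening campaign, cut at about 17% in these data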
An asterisk follows results filed as active; . = no result given.

SMILES	IDE inh	M18AAP inhibitor	IMP-1 inh	DNA FID counter	pCIP destab	NS3 helicase inh	SUMO HTRF inh	VIM-2 inhibitor	IDE cell activ
COc1ccc2nc3oc(C(=O)N4CCN(c5cccc(Cl)c5)CC4)cc3cc2c1	4.5	1.0	-0.9	3.2	-9.8	-3.3	-11.0	-1.9	4.9
CC(C)c1ccc(NC(=O)NC2CCN(CC(=O)Nc3cccc4ccccc34)CC2)cc1	-1.0	-7.7	-2.6	-1.6	12.5	-2.8	-15.7	-1.8	5.7
O=C(O)C(O)C(O)c1nc2ccccc2[nH]1 (stereo not given)	4.9	-0.9	-2.4	10.6	-2.0	3.2	13.8	-3.8	0.4
COc1ccc(CCNC(=O)CCC(=O)N2CCOc3ccc(C)cc32)cc1OC	-0.1	-2.1	-2.5	-29.8	-6.1	3.1	4.1	-2.6	7.1
CCOC(=O)Cc1csc(NS(C)(=O)=O)n1	-0.9	0.9	-2.8	2.4	-4.9	1.3	-0.6	-0.8	0.9
NC(=O)c1cc2cc([N+](=O)[O-])ccc2oc1=O	-1.5	2.3	-1.1	0.0	-1.0	-3.8	1.3	-1.4	1.3
O=C(NCCO)C(=O)NCC1OCCCN1S(=O)(=O)c1cccs1 (stereo not given)	-4.0	3.8	-2.4	-5.0	-30.0	4.1	9.4	-1.6	0.9
COc1cc(-c2nc(-c3cccnc3)no2)cc(OC)c1OC	-2.8	3.8	-1.4	-12.9	0.6	-20.3	-1.9	1.4	-0.1
O=C(CCc1ccccc1)Nc1ccc(F)c([N+](=O)[O-])c1	5.5	-2.4	-1.6	8.7	7.0	8.4	-2.0	-2.8	0.1
Cc1onc(-c2ccccc2Cl)c1C(=O)N1CCC(C)CC1	-6.8	0.8	0.2	-19.9	-9.7	-4.5	16.5	-2.8	-1.2
Cc1ccc(NC(=O)CSC2=NCCN2)cc1	-3.7	4.5	-1.6	3.5	2.6	2.0	-7.1	-2.6	-2.1
COC(=O)C1CCN(c2ccc([N+](=O)[O-])cc2[N+](=O)[O-])CC1	3.4	-1.7	1.0	6.9	-11.1	-5.5	15.9	-1.9	2.4
Cc1ccc2nc(-c3ccc(NC(=O)CNC4CC4)cc3)sc2c1	.	3.8	-1.4	7.0	-2.7	-15.1	5.3	-0.8	-0.5
CC(=O)NN1C(=O)c2ccccc2NC1c1ccc(N(C)C)cc1 (stereo not given)	5.0	20.4	0.1	-9.3	-7.6	20.5	16.4	-2.3	0.9
C=CCn1c(O)c(N=NC(=O)CNC(=O)Cc2ccccc2)c2ccccc21	7.9	7.3	-2.9	-27.1	-11.8	11.9	-7.6	1.5	-5.9
COc1ccc(Oc2coc3cc(OC(=O)c4cccs4)ccc3c2=O)cc1	-4.1	7.5	-3.1	-4.4	-1.3	-5.7	10.4	-5.1	-4.2
c1ccc(-c2ccccc2OCCCCn2ccnc2)cc1	-1.1	-1.7	-1.5	10.5	6.6	-14.2	14.6	-0.7	1.5
COc1ccc(-c2nc(N3CCCC3)[nH]c(=O)c2C#N)cc1	6.0	-12.2	-3.9	-4.6	-1.2	3.8	-14.6	-2.8	5.6
Cn1nc(C(F)(F)F)c(-c2ccccc2)c1NC(=O)CSCC(=O)O	4.0	5.4	2.2	-1.1	-1.4	4.1	7.4	0.5	7.7
CCc1ccccc1NC(=O)NNC(=O)CCc1ccccc1	6.2	-4.5	-5.2	-16.2	-2.4	8.9	5.4	-4.1	7.1
O=C(COc1cccnc1[N+](=O)[O-])Nc1cccc(S(=O)(=O)N2CCCCC2)c1	-1.2	-0.4	-2.0	0.5	-3.7	0.0	17.1	-1.5	2.0
Cc1ccccc1CC(=O)N1CCN(C(=O)c2ccco2)CC1	-0.3	1.9	-1.3	-7.3	9.7	-2.8	0.7	-2.2	0.8
CCCn1c(SCC(=O)Nc2c(CC)cccc2CC)nnc1C(C)C	-0.1	3.9	-3.7	-10.7	-8.1	17.9	7.5	-3.8	-1.3
CCCCc1ccc(Nc2nc(CCC)cc(=O)[nH]2)cc1	-0.6	-5.7	-0.2	-10.3	-4.5	-3.3	-13.4	0.5	-2.2
Nc1nc(-c2cc3c(cc2Cl)OCCO3)cs1	11.4	-5.2	-2.3	-2.8	-3.3	-8.6	-4.1	-1.4	1.7
Following part:
SMILES	IDE inh	M18AAP inhibitor	IMP-1 inh	DNA FID counter	pCIP destab	NS3 helicase inh	SUMO HTRF inh	VIM-2 inhibitor	IDE cell activ
COc1ccc(N2C(=O)CN(Cc3ccc(OC)c(OC)c3)C2=S)cc1	-0.6	3.4	1.3	-26.5	-2.5	-4.8	-3.9	0.6	5.2
Cc1cccc(Nc2nnc(SCC3CCCCO3)s2)c1C (stereo not given)	-4.6	-2.7	0.6	-26.4	0.0	-10.9	2.0	-0.4	1.9
Cc1cc(Nc2cccc(C(=O)O)c2)n2ncnc2n1	2.2	-2.4	-6.6	7.2	7.7	-3.8	-6.2	-1.8	2.1
COC(=O)c1c(C)[nH]c(C)c1-c1ccccc1Cl	-2.2	5.4	-5.0	-5.7	-4.5	-6.8	24.1	0.0	1.4
CCOc1ccc(N(C(C)C(=O)Nc2ccc(OC)cc2)S(C)(=O)=O)cc1 (stereo not given)	-1.1	-11.1	3.6	-17.0	-4.8	-9.5	17.6	-2.6	0.7
Cc1ccc2oc(C(=O)Nc3nonc3C)c(C)c2c1	-10.2	0.1	-0.9	-12.7	3.1	5.7	10.9	-2.1	0.9
CCc1c(C)c2ccc(OCC(N)=O)cc2oc1=O	2.6	-2.0	-5.7	-2.1	-0.6	-13.3	-14.1	5.8	-4.1
CCc1ccc(C2C3=C(CC(C)(C)CC3=O)Nc3c2c(=O)[nH]c2nc(C)nn32)cc1 (stereo not given)	0.2	5.9	-2.7	-6.5	1.3	7.3	-13.2	-2.9	0.9
COc1ccc(-c2cc(C(F)(F)F)nc(NCc3cccs3)n2)cc1	-1.3	-2.1	-1.2	4.1	-1.9	11.2	-17.4	0.2	-3.6
Cc1nc2c(cnn2-c2ccccc2)c(=O)[nH]1	3.2	5.4	-2.1	-2.1	1.2	-7.3	14.9	-2.0	1.6
Cc1cc(C)n2nc(SCC(=O)Nc3ccccc3C)nc2n1	-14.5	-2.9	-2.5	-5.1	-0.8	6.1	8.4	-1.0	1.1
Cc1[nH]nc2c1C(c1c[nH]c3ccccc13)C(C#N)=C(N)O2 (stereo not given)	1.2	2.9	-4.5	-3.2	4.7	6.3	14.2	-1.9	.
CCCCCCCCCCCC(=O)N/N=C/c1ccco1	0.2	17.8	-2.1	-4.0	-0.5	2.1	3.3	-0.8	2.8
COCCNCC1C(Oc2ccc(Cl)cc2)C(=O)N1c1ccccc1C (stereo not given)	-1.3	-3.2	-3.0	6.9	-8.3	-3.8	11.8	-3.2	5.2
COc1ccc(-c2nc(CSCC(=O)N3CCN(c4cccc(C)c4)C(C)C3)c(C)o2)cc1OC (stereo not given)	1.1	-3.8	-1.3	-37.8	-23.6	-14.0	1.3	-1.0	5.8
COc1cc2c(cc1OC)C(C(=O)O)C(c1cc(Br)c(O)c(OC)c1)N(C)C2=O (stereo not given)	6.0	-7.4	-2.7	-3.3	-8.9	-2.6	25.8	-0.1	-2.1
CCOc1ccc(CN2CCN(c3cc(C)nc4c5c(C)cc(C)nc5nn34)CC2)cc1	.	10.7	0.8	9.0	3.8	7.6	-0.8	4.4	.
CC(C)(C)n1nnnc1CN1C2CCC1CC(NC(=O)Nc1ccccc1)C2 (stereo not given)	2.9	5.2	-3.0	-11.8	-17.0	-4.3	31.8	-3.9	-1.4
OC(COc1ccc(Br)cc1)CN1CCC(Cc2ccccc2)CC1 (stereo not given)	5.6	-0.8	-3.5	20.7	-11.7	-55.1	4.0	-2.2	2.1
COc1ccc(OC)c(NS(=O)(=O)c2ccc(SC)cc2)c1	4.3	4.1	1.2	-8.0	-5.7	-7.0	0.8	-1.2	0.2
Cc1ccc(-c2csc(NC(=O)C[n+]3cc(-c4ccc(C)cc4)n4c3CCC4)n2)cc1	4.1	-2.4	-1.6	26.4	-8.5	-68.1	15.9	-3.0	3.4
O=C(O)c1cc(-c2ccccc2)n(-c2ccccc2C(=O)O)n1	0.7	4.9	-1.5	10.1	9.4	-4.5	-30.9	1.7	7.0
O=C(/C=C/c1cn(-c2ccccc2)nc1-c1cccnc1)c1ccco1	2.9	0.3	-2.7	-18.6	-3.7	-7.5	11.4	-1.5	-1.1
CCOc1ccc(C(=O)NC(=S)Nc2ccc(NC(=O)C(C)C)cc2)cc1[N+](=O)[O-]	-2.0	-3.1	-0.4	-11.5	-0.1	-0.8	3.9	-1.1	-5.6
O=C(Nc1ccc(S(=O)(=O)N2CCOCC2)cc1)c1cccc([N+](=O)[O-])c1	.	0.3	-2.8	6.8	0.7	6.2	2.5	-2.0	-3.9
More records follow.
SMILES	IDE inh	M18AAP inhibitor	IMP-1 inh	DNA FID counter	pCIP destab	NS3 helicase inh	SUMO HTRF inh	VIM-2 inhibitor	IDE cell activ
O=C(NC(Cc1ccccc1)C(=O)NCCc1ccccn1)c1ccccc1 (stereo not given)	4.5	-2.4	-1.5	-23.1	-11.2	10.5	7.0	-4.3	1.4
O=C(COc1ccc(Cl)cc1)N(Cc1ccc(F)cc1)C1CCS(=O)(=O)C1 (stereo not given)	-3.9	-1.3	-1.1	-34.2	-16.7	-0.3	-4.6	-1.2	6.2
COc1ccc(NC2CCCN(C(=O)CCC(=O)c3ccc(F)cc3)C2)cc1 (stereo not given)	-1.2	9.8	-1.2	-24.5	-4.7	-4.5	10.1	-1.9	-3.0
Cc1c(NS(=O)(=O)c2ccc(S(=O)(=O)c3ccccc3)s2)c(=O)n(-c2ccccc2)n1C	8.5	-0.7	0.9	-36.0	-0.1	-10.7	17.8	-1.7	-1.6
Cc1ccc(S(=O)(=O)N/N=C\c2ccc(Cl)c([N+](=O)[O-])c2)cc1	4.8	17.3	-0.6	2.9	-9.0	4.5	3.1	-0.1	-2.8
CCOc1cc(/C=N/NC(N)=O)ccc1OC(=O)c1ccc(C)cc1	2.7	-19.6	-2.3	-32.0	6.4	-8.9	-29.9	-2.0	.
CCOC(=O)c1[nH]c(=O)[nH]c1CSc1nc(C)cc(C)n1	-0.1	24.0	-3.6	-5.3	3.7	1.1	-15.1	-0.1	-2.3

Some of the entries above in a different format:
COc1ccc2nc3oc(C(=O)N4CCN(c5cccc(Cl)c5)CC4)cc3cc2c1
  IDE inh: 4.5 | M18AAP inhibitor: 1.0 | IMP-1 inh: -0.9 | DNA FID counter: 3.2 | pCIP destab: -9.8 | NS3 helicase inh: -3.3 | SUMO HTRF inh: -11.0 | VIM-2 inhibitor: -1.9 | IDE cell activ: 4.9
CC(C)c1ccc(NC(=O)NC2CCN(CC(=O)Nc3cccc4ccccc34)CC2)cc1
  IDE inh: -1.0 | M18AAP inhibitor: -7.7 | IMP-1 inh: -2.6 | DNA FID counter: -1.6 | pCIP destab: 12.5 | NS3 helicase inh: -2.8 | SUMO HTRF inh: -15.7 | VIM-2 inhibitor: -1.8 | IDE cell activ: 5.7
